MKP-3 inhibition – MKP-3 phosphatase inhibitors, primary screen, biochemical, rat enzyme, in vitro (AID 425) | Dual specificity protein phosphatase 6 (Rattus norvegicus) | recombinant MKP-3 phosphatase activity, fluorescence; higher % means a stronger effect | inhibition, % at 20 µM; hits with a dose series show IC50 in µM | hit rate 0.17% among 110,000; in the data active means inhibition above about 50%;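 further: plate controls were vehicle for no effect and reference inhibitor for full effect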
Hsp70 displacement – Hsp70 inhibitors, probe displacement, primary screen, biochemical, fluorescence polarization (AID 583); Heat shock 70 kDa protein 1A (Homo sapiens); Hsp70 fluorescence polarization probe displacement, mP; higher % means a stronger effect; displacement, % at 20 µM; hits with a dose series show IC50 in µM; hit rate 0.06% among 140,000; in the data active means displacement above about 50%;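 further: plate controls were vehicle for no effect and reference ligand for full effect; a part of the inactive calls stands beside numbers as strong as those of hits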
An asterisk follows results filed as active; . = not tested or not shown; & = joins results of further samples.

SMILES | MKP-3 inhibition | Hsp70 displacement
Cn1c(Cn2c(=O)sc3ccccc32)nnc1SCC(=O)NC1CCCC1 | -2% | 4.6%
Cc1c(Cl)cccc1-c1ccc(C(=O)Nc2cccc(NC(=O)c3cccc(Cl)c3)c2)o1 | 1% | -1.1%
COc1ccc(-n2nc(C(=O)NCc3ccco3)c3ccccc3c2=O)cc1 | . | -2.8%
CC(C)(C)NC(=O)/C(=C\c1cccs1)NC(=O)c1ccccc1 | 0% | 3.0%
O=C(OCCN=C1NS(=O)(=O)c2ccccc21)c1ccccc1 | . | -1.1%
COc1ccc(C(=O)/C=C/c2ccc3c(c2)OCO3)cc1OC | 0% | -2.4%
O=C(NCCCN1CCN(Cc2ccccc2Cl)CC1)Nc1ccccc1 | -18% | 4.0%
CCC(C)OC(=O)c1cc(C)nc2c(Br)cc(Br)cc12 (configuration not stated) | . | 0.1%
Cc1nc(S(=O)(=O)N(C)c2ccccc2)c(C#N)c(C)c1Cl | -6% | 1.1%
COc1cc2c(cc1OC)C(c1cccnc1)CC(=O)N2 (configuration not stated) | 2% | 3.2%
C=CCNc1nc(-c2sc(NC(=O)CC)nc2C)cs1 | -10% | 2.3%
CCOP(=O)(CN1CCN(CP(=O)(OCC)OCC)CC1)OCC | 0% | 2.0%
Cc1ccccc1-c1nc(S(=O)(=O)c2ccc(Cl)cc2)c(NCCN2CCOCC2)o1 | . | -2.0%
COc1ccc2c(c1)OCC/C2=N\OC(=O)c1ccc(C)cc1 | 4% | .
COc1ccc(C(C(=O)Nc2ccc(C(C)C)cc2)N(C)C(=O)CNC(C)=O)cc1 (configuration not stated) | . | -3.3%
C/C(N)=N\S(=O)(=O)c1ccc(Cl)cc1 | -10% | -1.1%
CC(CCc1ccco1)NC(=O)Cn1ncc2c1-c1ccccc1OC2 (configuration not stated) | 1% | -3.5%
Clc1ccc(-c2nnc(-c3ccccc3)o2)cc1 | 1% | 0.6%
COc1cc2c(cc1OC)CN(C(=O)COc1ccc(C#N)cc1)CC2 | -2% | 8.7%
CC(C)N1C(=O)C2C(c3ccccc3O)NC(C)(C(=O)O)C2C1=O (configuration not stated) | -4% | .

6 successive records out of the list so far:
SMILES | MKP-3 inhibition | Hsp70 displacement
Cn1c(Cn2c(=O)sc3ccccc32)nnc1SCC(=O)NC1CCCC1 | -2% | 4.6%
Cc1c(Cl)cccc1-c1ccc(C(=O)Nc2cccc(NC(=O)c3cccc(Cl)c3)c2)o1 | 1% | -1.1%
COc1ccc(-n2nc(C(=O)NCc3ccco3)c3ccccc3c2=O)cc1 | . | -2.8%
CC(C)(C)NC(=O)/C(=C\c1cccs1)NC(=O)c1ccccc1 | 0% | 3.0%
O=C(OCCN=C1NS(=O)(=O)c2ccccc21)c1ccccc1 | . | -1.1%
COc1ccc(C(=O)/C=C/c2ccc3c(c2)OCO3)cc1OC | 0% | -2.4%

Continued:
SMILES | MKP-3 inhibition | Hsp70 displacement
O=C(c1ccco1)N1CCN(Cc2ccc(F)cc2)CC1 | -4% | -3.1%
COc1ccccc1N(CC(=O)Nc1cccnc1)S(=O)(=O)c1ccccc1 | . | 1.1%
O=c1c2ccccc2nc(-c2ccco2)n1-c1cccc2ccccc12 | 3% | .
O/N=C1/CCc2nonc2/C1=N/O | -13% | 5.9%
O=C1c2ccc(-c3ccc4c(c3)C(=O)N(c3ccccn3)C4=O)cc2C(=O)N1c1ccccn1 | 1% | 5.0%
CCOC(=O)c1cc(=O)n2nc(-c3ccc(C)cc3)nc2s1 | -6% | -2.1%
COc1ccc(/C=N/Nc2nnc(-c3ncc[nH]3)c3ccccc23)cc1 | . | 2.4%
COc1cc(C(=O)NCCCNc2nc3cc(C)cc(C)c3cc2C#N)cc(OC)c1OC | . | 4.6%
CC1(C)CC(=O)c2c(oc3ccc(NS(=O)(=O)c4ccc(Cl)cc4)cc23)C1 | -6% | -5.0%
CCCCCn1c(=S)[nH]c2ncccc2c1=O | 14% | 1.1%
Cc1cccc(NC(=O)c2sc3nc(-c4ccc(F)cc4)cn3c2C)n1 | -3% | -17%
COC(=O)c1sc(NC(=O)CSc2nnc(C(C)C)n2C)nc1C | -8% | 4.3%
CCOC(=O)N1CCN(S(=O)(=O)c2ccc3c(c2)CCN3C(=O)C2CC2)CC1 | 4% | -1.7%
COC(=O)CN(c1cccc(Cl)c1Cl)S(=O)(=O)c1ccccc1 | 0% | -0.8%
COc1cc(-c2nnc(SCc3cccnc3)n2C)cc(OC)c1O | -3% | 1.4%
CCCc1cc(=O)[nH]c(SCCOc2ccc(OCC)cc2)n1 | . | -2.1%
O=P(Cc1ccncc1)(c1ccccc1)c1ccccc1 | 1% | 1.6%&-0.1%
Cc1ccccc1NC(=O)c1ccccc1NC(=O)c1ccco1 | -6% | 1.5%
COc1ccccc1OCc1ccc(C(=O)NCc2ccco2)o1 | -8% | 1.0%
CCOC(=O)C1CCN(c2nc3cc(OC)ccc3cc2C#N)CC1 | -2% | -6.2%
CCCc1cc(=O)[nH]c(SCc2nc3ccccc3s2)n1 | . | -4.3%
Cc1oc(-c2ccccc2F)nc1CN1CCC(C(=O)NCc2ccco2)CC1 | -2% | 4.5%
Cc1ccc(S(=O)(=O)CCc2nnc(NC(=O)c3cnccn3)s2)cc1 | 0% | -0.7%
O=C(C1=COCCO1)N1CCN(C(c2ccccc2)c2ccccc2)CC1 | -10% | -0.4%
Cc1onc(-c2ccccc2)c1C(=O)Nc1ccncc1 | -20% | -1.9%
O=C(C1CCN(S(=O)(=O)Cc2ccccc2)CC1)N1CCCc2ccccc21 | -4% | 0.2%
CC(C)c1ccc(CNC(=O)CSCC(=O)Nc2ccc3ccccc3c2)cc1 | 1% | 0.0%
CCn1c(COc2ccccc2C)nnc1SCC(=O)OC | 0% | 0.1%
Cc1ccc(S(=O)(=O)N2CCCC(C(=O)Nc3cccnc3)C2)cc1 (configuration not stated) | . | -6.2%
CC(C)Oc1ccccc1-c1cc(C(=O)O)c2ccccc2n1 | 2% | -3.6%
O=C(CSc1nnc(-c2ccccc2)o1)n1c2c(c3ccccc31)CCCC2 | -4% | 2.5%
CC1=CC(C)(C)Nc2ccc(OC(=O)c3ccc(Cl)c([N+](=O)[O-])c3)cc21 | 5% | -1.0%
COc1ccc(CNC(=O)c2c(O)c3cccc4c3n(c2=O)CCC4)cc1 | 1% | 3.7%
CN(C=C1C(=O)CC(C)(C)CC1=O)CCN1CCNCC1 | -4% | 1.5%
COc1cccc(/C=C2\N=C(c3c(-c4ccccc4)noc3C)OC2=O)c1OC | . | -5.1%
O=C(CCCOc1ccccc1)Nc1ccc(F)cc1 | 6% | -1.8%
COc1ccc(C(=O)Nc2ccccc2C(N)=O)cc1 | -11% | 3.2%
CCOc1ccc(CSC2=NCCN2)cc1Cl | 0% | -1.7%
CCOC(=O)c1ccc(NC(=O)/C=C/c2ccc(Cl)cc2)cc1 | 3% | -0.9%
CN(CC(=O)N1CCCCCC1)S(=O)(=O)c1cccc2cccnc12 | -9% | -4.1%
Cc1c(NS(=O)(=O)c2ccc(F)cc2)cccc1[N+](=O)[O-] | 2% | 2.9%
CC1CCN(C(=O)CCCOc2cc(=O)n(C)c3ccccc23)CC1 | -4% | 4.5%
COc1ccc(C(=O)O/N=C(\N)c2ccccc2)cc1 | -1% | 6.0%
CCc1nc(NCc2ccco2)c2oc3ccccc3c2n1 | 6% | -2.7%
NC(=O)SCC(=O)Nc1cccc(Cl)c1 | 5%&-2% | 0.4%&3.5%
COc1ccc(NC(=O)/C(=C/c2cccs2)NC(=O)c2ccc(C(C)(C)C)cc2)cc1 | 0% | 2.8%
COCCN1C(=O)c2ccc(C(=O)O)cc2C1=O | 1% | -6.1%
COc1ccc(OC)c(C2/C(=C(\O)c3ccc4c(c3)OCCO4)C(=O)C(=O)N2CCCN(C)C)c1 (configuration not stated) | -7% | 1.0%
CCOC(=O)/C(C(N)=NCC(C)C)=C(/O)c1ccccc1 | . | 4.5%
O=C(Nc1cc(C(F)(F)F)ccc1N1CCCC1)c1ccc2c(c1)OCO2 | -2% | -11%
CCCCOC(=O)c1cc(=O)[nH]c2ccccc12 | . | 4.9%

In the list so far, 7 contain an aryl thioether with sulfur outside any ring:
SMILES | MKP-3 inhibition | Hsp70 displacement
Cn1c(Cn2c(=O)sc3ccccc32)nnc1SCC(=O)NC1CCCC1 | -2% | 4.6%
COC(=O)c1sc(NC(=O)CSc2nnc(C(C)C)n2C)nc1C | -8% | 4.3%
COc1cc(-c2nnc(SCc3cccnc3)n2C)cc(OC)c1O | -3% | 1.4%
CCCc1cc(=O)[nH]c(SCCOc2ccc(OCC)cc2)n1 | . | -2.1%
CCCc1cc(=O)[nH]c(SCc2nc3ccccc3s2)n1 | . | -4.3%
CCn1c(COc2ccccc2C)nnc1SCC(=O)OC | 0% | 0.1%
O=C(CSc1nnc(-c2ccccc2)o1)n1c2c(c3ccccc31)CCCC2 | -4% | 2.5%

Five compounds out of the list above, ordered by the number in Hsp70 displacement, falling.
SMILES | MKP-3 inhibition | Hsp70 displacement
CCCCOC(=O)c1cc(=O)[nH]c2ccccc12 | . | 4.9%
CCOC(=O)/C(C(N)=NCC(C)C)=C(/O)c1ccccc1 | . | 4.5%
Cc1c(NS(=O)(=O)c2ccc(F)cc2)cccc1[N+](=O)[O-] | 2% | 2.9%
COCCN1C(=O)c2ccc(C(=O)O)cc2C1=O | 1% | -6.1%
O=C(Nc1cc(C(F)(F)F)ccc1N1CCCC1)c1ccc2c(c1)OCO2 | -2% | -11%

Assay outcomes deposited in PubChem BioAssay by Sanford-Burnham Center for Chemical Genomics.

An excerpt. The share of hits here may be higher or lower than overall.
